High-throughput results: PubChem, several laboratories
IDE cell activ = IDE (human) activation, cell-based; P14735; HEK cells, FAbeta-B cleavage, fluorescence polarization; 0% vehicle, 100% cell-free pure enzyme wells; activation, % at 5.96 µM; 340,000 tested, 0.073% active;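 active = activation above the mean of all tested compounds plus 3 SD, set per screening campaign, cut at about 17% in these data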
GalR3 antag = antagonists of human GalR3. O60755. HEK293 GalR3-CNG cAMP membrane potential fluorescence; galR3 body fused to GalR1 C-terminus. inhibition, % at 3 µM. 360,000 tested, 0.44% active;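 active = inhibition above the screen-wide average plus 3 SD, cut at about 13% in these data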;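 note: forskolin and galanin both at EC90 stimulate the cells; cAMP rise reported by CNG channel membrane potential dye signal; 0% = forskolin plus galanin with DMSO and 100% = forskolin alone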
Target sequence (O60755 1-299 limits assumed): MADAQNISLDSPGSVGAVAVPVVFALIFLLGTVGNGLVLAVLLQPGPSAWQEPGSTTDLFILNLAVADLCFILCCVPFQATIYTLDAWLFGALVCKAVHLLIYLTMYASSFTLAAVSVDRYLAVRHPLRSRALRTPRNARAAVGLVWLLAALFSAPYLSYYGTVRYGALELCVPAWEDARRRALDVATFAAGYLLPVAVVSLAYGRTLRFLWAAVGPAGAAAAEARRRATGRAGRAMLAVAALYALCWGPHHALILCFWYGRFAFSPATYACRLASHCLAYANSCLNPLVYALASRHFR
IDE cell inh = cellular human IDE inhibition; P14735; inhibition, % at 5.59 µM; HEK cells, FAbetaB cleavage, fluorescence polarization; 320,000 tested, 0.41% active;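 active = percent inhibition above the average of all tested compounds plus 3 SD, set per screening campaign, cut at about 16% in these data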;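 note: IDE supplied by intact live HEK cells; FP after avidin binding of uncleaved biotin substrate so inhibition keeps polarization high; 0% = DMSO wells and 100% = 60 µM reference IDE inhibitor Ii1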
IMP-1 inhibitor = inhibitors of Pseudomonas aeruginosa IMP-1 metallo-beta-lactamase. 290,000 tested, 0.45% active. inhibition, % at 5.6 µM. purified IMP-1, nitrocefin hydrolysis, epi-absorbance fluorescence. AID 1556;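 active = inhibition above the mean plus 3 SD of all compounds in the same screening run, cut at about 4.5% in these data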;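 note: 0% = IMP-1 with DMSO and 100% = DMSO wells lacking enzyme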
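System: Purified IMP-1 | Read-out basis: Percent enzyme inhibition | Controls: IMP-1 with DMSO as 0%, enzyme-free DMSO as 100% | Replicates: One well per compound | Doses: 5.6 µM nominal single concentration | Detection: Epi-absorbance fluorescence, 480 nm excitation, 530 nm emission | Incubation: 25 °C, 15 min preincubation, 25 min reaction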
VIM-2 inh = inhibitors of Pseudomonas aeruginosa VIM-2 metallo-beta-lactamase; 290,000 tested, 0.89% active; purified VIM-2, nitrocefin hydrolysis, epi-absorbance fluorescence; AID 1527; inhibition, % at 5.6 µM;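 active = inhibition above the mean of all tested compounds plus 3 SD, cutoff set per screening run, cut at about 7.5% in these data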;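 note: red hydrolysis product quenches plate fluorescence so inhibitors raise well fluorescence; 0% = enzyme with DMSO and 100% = DMSO without enzyme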
CRFBP-R2 block = blocks CRF-induced signaling of the CRF-BP/CRF-R2 complex; inhibition, % at 11.8 µM; 350,000 tested, 0.59% active; HEK293 CRF-R2/CRF-BP, CRF-induced calcium fluorescence; AID 588475;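 active = inhibition of the ligand-induced calcium signal above about 50% at the single tested concentration, limit read from the data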
SUMO HTRF inh = SUMOylation inhibition | HTRF SUMOylation assay, SAE1/SAE2 + UBC9, in vitro | inhibition, % at 35 µM | 290,000 tested, 0.36% active; in the data active = inhibition above about 50%, passing the limit was not always enough; inconclusive = no clear call, values can overlap the other calls; note: strong numbers were not always called active
Target sequence (P63279 whole entry, looked up): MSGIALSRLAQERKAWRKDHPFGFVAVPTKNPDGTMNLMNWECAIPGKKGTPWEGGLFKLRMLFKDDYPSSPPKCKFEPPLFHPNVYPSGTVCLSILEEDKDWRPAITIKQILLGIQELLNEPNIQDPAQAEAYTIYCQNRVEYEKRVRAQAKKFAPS
pCIP destab = compounds decreasing mouse p/CIP protein stability; Q05BA5; F442A p/CIP-EGFP cells, EGFP fluorescence, 16 h; decrease of EGFP signal, % at 10 µM; 290,000 tested, 0.01% active;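 active = EGFP signal decrease of at least 30% at 10 µM or well 3 SD below plate mean, unless failing retest; inactive = the rest, including hits failing retest or dose response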; note: some compounds called inactive have numbers as strong as hits; many of its hits are not listed in these tables
HCV NS3 hel inh = inhibitors of Hepatitis C virus NS3 helicase; NS3 helicase DNA unwinding, Cy5 molecular beacon fluorescence; inhibition, % at 10.9 µM; 290,000 tested, 0.56% active; AID 1800;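 active = inhibition above the mean of all tested compounds plus 3 SD, set per campaign, cut at about 35% in these data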;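 note: 0% = DMSO wells and 100% = thioflavine S control wells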
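System: NS3 helicase fragment of HCV / Schedule: 1 h at 25 °C / Control set: DMSO alone as 0% and 110 µM thioflavine S as 100% / Reagent: Cy5/quencher beacon DNA duplex and ATP to start / Technique: Cy5 fluorescence / Replication: singlicate / Evaluation: % inhibition of end-to-start signal ratio versus controls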
The depositor's hits bear a star; ? = inconclusive; nt = no result given.

SUMO HTRF inh,IDE cell activ,IDE cell inh,GalR3 antag,VIM-2 inh,CRFBP-R2 block,IMP-1 inhibitor,pCIP destab,HCV NS3 hel inh,molecule
nt,-5,-1,-4,nt,-2,nt,nt,nt,CCOC(=O)C1=CC[C@H]2c3c(c4ccccc4n3C)C[C@H]1N2C
-31,-4,1,-5,-1.8,-25,-0.6,13,-13,CCS(=O)(=O)N1CCC(c2nc(-c3ccc(C(F)(F)F)cc3)no2)CC1
9,-1,-1,-5,-1.6,-53,-3.4,-17,-60,CC(C)N(Cc1cn[nH]c1-c1ccc(-c2ccccc2)cc1)Cc1nccn1C
2,3,2,-8,-3.7,94*,-1.6,5,21,COc1ccc(C(CC(=O)O)c2ccc3c(c2)OCO3)cc1 (stereo not given)
14,-6,2,-3,-2.0,-3,-2.4,2,-4,C=CCn1c(CSc2nc3ccccc3s2)nnc1SCC(=O)NCc1cccnc1
18,4,2,-9,5.4,19,-2.0,-4,5,CCc1c(C)c(C#N)c2nc3ccccc3n2c1NCCOC
0,0,7,-6,-2.2,-5,-4.5,-13,1,O=C(CCCCCN1C(=O)[C@@H]2Cc3ccccc3CN2C1=O)Nc1ccccc1Cl
10,4,0,-8,-4.1,4,-2.4,-21,24,Cn1cnnc1SCc1ccc(-c2ccc(Br)cc2)o1
-7,3,3,-4,-4.2,1,-4.0,12,2,Cn1nc(-c2ccccc2)c(COC(=O)c2cccc(Cl)c2)c1S(=O)(=O)c1ccccc1
-6,-1,-4,nt,-3.8,-17,8.8*,-7,50*,O=[N+]([O-])c1cc(Cc2ccccc2)cc(C=Nc2ccc(N3CCOCC3)cc2)c1O
-23,3,2,0,nt,7,nt,3,nt,CC/C=C/C(=O)N1CC2(CC(c3cccc(NC(=O)CC(c4ccccc4)c4ccccc4)c3)=NO2)C[C@@H]1C(N)=O (stereo not given in full)
nt,3,1,78*,nt,-7,nt,nt,nt,COc1ccc(OC[C@@H](O)CNC(=O)c2cccc3c2C(=O)c2ccc(Cl)cc2S3(=O)=O)cc1
17,-1,-2,-2,-1.0,14,-3.5,-7,-2,Cc1cccc(C)c1NC(=O)c1ccc(-n2cnnn2)cc1
15,-2,1,-1,-1.2,-6,-2.5,-11,1,O=C(/C=C/Nc1ccc(Br)cc1F)c1ccco1
4,-3,8,-5,-2.7,-1,-4.1,-7,-7,CCOC(=O)CNC(=S)n1cnc(N)n1
4,0,-1,0,-1.7,4,-3.0,6,2,Cc1ccc(N=Cc2c(O)[nH]c3ccccc23)c([N+](=O)[O-])c1
nt,5,2,1,nt,-5,nt,nt,nt,OCC[C@H]1C[C@H](O)[C@@H](O)[C@@]2(OCCCc3ccccc32)O1
17,3,3,-6,6.5,19,1.2,6,7,CCN1C(=O)/C(=C2\SC(N3CCCCC3)=NC2=O)c2ccccc21
-3,3,0,0,-1.8,-6,-3.9,-8,2,Cc1cc(C)c(C#N)c(SCc2ccc([N+](=O)[O-])cc2)n1
-5,-2,0,-2,-2.6,0,-5.3,11,-9,Cc1ccc2c(c1)nnn2C1CCN(CC(=O)Nc2ccc3c(c2)OCCO3)CC1
-8,6,-3,-5,1.5,15,1.8,3,-4,COc1cc(SC)ccc1C(=O)NCC1CCCO1 (stereo not given)
1,-3,-4,-8,-3.1,1,-2.1,-10,0,Cc1ccccc1-c1nnn(Cc2ccc(F)cc2Cl)n1
0,-2,-3,4,-2.9,-16,-3.1,-28,7,CCCc1nnc(NC(=S)Nc2ccccc2)s1
-26,-2,6,-6,nt,-31,nt,5,nt,CN1C[C@@H]2C(c3ccccc3)C3(c4cccnc4)CC2(C3)[C@H]1c1ccccc1 (stereo not given in full)
5,-6,1,-3,-1.0,-11,9.3*,-7,3,Cc1cc(C)nc(N2C(=O)CC(C(C)c3ccccc3)C2=O)n1 (stereo not given)

Three structures already listed, ordered by molecular weight, rising:
SUMO HTRF inh,IDE cell activ,IDE cell inh,GalR3 antag,VIM-2 inh,CRFBP-R2 block,IMP-1 inhibitor,pCIP destab,HCV NS3 hel inh,molecule
nt,5,2,1,nt,-5,nt,nt,nt,OCC[C@H]1C[C@H](O)[C@@H](O)[C@@]2(OCCCc3ccccc32)O1
14,-6,2,-3,-2.0,-3,-2.4,2,-4,C=CCn1c(CSc2nc3ccccc3s2)nnc1SCC(=O)NCc1cccnc1
nt,3,1,78*,nt,-7,nt,nt,nt,COc1ccc(OC[C@@H](O)CNC(=O)c2cccc3c2C(=O)c2ccc(Cl)cc2S3(=O)=O)cc1

The list continues.
SUMO HTRF inh,IDE cell activ,IDE cell inh,GalR3 antag,VIM-2 inh,CRFBP-R2 block,IMP-1 inhibitor,pCIP destab,HCV NS3 hel inh,molecule
15,5,0,nt,-0.2,-5,-2.9,-17,16,Cc1ccc(F)cc1N=Cc1c(O)c2ccccc2oc1=O
-2,0,2,-7,-6.6,-22,-1.8,-22,4,COc1ccc(N(C(=O)CNS(=O)(=O)c2ccccc2)C(C(=O)NCc2ccco2)C(C)C)cc1 (stereo not given)
14,4,2,-3,0.7,4,-2.4,-26,-9,Cc1ccccc1NC(=O)Cn1c(=O)sc2ccccc21
16,2,5,9,-0.9,-4,-1.5,-11,-15,On1c(-c2ccccc2)nc2ccccc21
5,6,-7,-1,-1.7,-1,-0.7,-8,11,Cc1cccc(C(=O)OCC(=O)c2cccc(Br)c2)c1O
-32,3,-1,-2,-5.0,116*,-2.6,0,-14,CC1(c2ccccc2)CC(C)(C)N2C(=O)C3(C(C#N)=C(N)Oc4cc(O)ccc43)c3cccc1c32 (stereo not given)
25,-9,4,0,-3.8,-6,-1.6,-5,-9,Clc1ccc(Sc2ccc(/C=N/n3cnnc3)o2)cc1
16,5,3,-5,2.4,7,1.9,4,-2,CCOC(=O)CNC(=O)C(Cc1ccccc1)NS(=O)(=O)c1cccs1 (stereo not given)
nt,3,-1,-2,nt,-30,nt,nt,nt,Cc1cc(Br)ccc1NC(=O)CNC(=O)COc1ccccc1C
nt,4,6,-4,nt,-7,nt,nt,nt,CC1CC1C(=O)OCC(=O)NC(=O)c1ccccc1 (stereo not given)
8,4,2,-9,-0.9,0,-1.9,-3,8,COc1c(C=O)cc2c3c1CCCN3CCC2
nt,-5,6,-1,nt,19,nt,nt,nt,COc1ccccc1NC(=O)C(=O)NCCC1CCCCN1S(=O)(=O)c1cccs1 (stereo not given)
4,1,8,-2,-2.9,-2,-2.5,7,-6,COc1ccc(C2CC(c3ccc4ccccc4c3)=NN2C(=O)COC(=O)C2CCC(=O)N2)cc1 (stereo not given)
17,4,3,-3,-1.6,10,-0.5,-2,-9,COC(=O)Nc1ccc(S(=O)(=O)N2CCCC(C(=O)O)C2)cc1 (stereo not given)
9,2,0,-4,0.8,-33,0.7,-5,-62,CCc1ccc(C2c3[nH]c4ccccc4c3CCN2C(=O)CN2CCN(CC)CC2)cc1 (stereo not given)
-11,1,5,-6,-2.3,-7,-1.5,4,1,COc1cc(NS(=O)(=O)c2ccc(C)c(C)c2)c(OC)cc1Cl
-4,3,-1,-3,-2.1,8,-4.5,-9,-2,C/C(CC1(O)C(=O)Nc2ccccc21)=N\O (stereo not given)
28,2,-7,-6,0.2,-6,0.5,-14,-6,CCN(CC)CC(=O)Nc1ccc(-c2nc3cc(NC(=O)CN(CC)CC)ccc3o2)cc1
nt,5,11,-7,nt,-32,nt,nt,nt,Cc1ccc2c(c1)[C@H]1[C@H](CO2)[C@H](c2ccccc2)[C@]2(C)C(=O)N(Cc3ccc(F)cc3)CC(=O)N12
20,3,-2,-2,-2.3,34,0.3,-5,6,CC1(C)Cc2c(C#N)c(N3CCN(C(=O)c4ccccc4)CC3)nc(Cc3ccccc3)c2CO1
-13,-2,nt,-8,0.1,-10,-2.3,-3,-14,O/N=C/c1cn(-c2ccccc2)nc1-c1ccccc1
10,4,3,-1,1.9,-4,1.3,0,7,COc1ccc(N2CC(C(=O)N[C@@H](C)C(=O)NC3CCCC3)CC2=O)cc1 (stereo not given in full)
6,3,nt,-2,-4.6,0,-1.5,-11,6,Cc1cccnc1NC(=O)CCNC(=O)c1ccc(Br)cc1
12,4,nt,nt,-2.0,15,1.2,-15,0,Cc1ccc(C(=O)NCCc2nnc(SCC(=O)Nc3cccc(C(=O)O)c3)n2C)cc1
-1,-3,6,11,2.5,17,-1.1,-2,8,O=C(CN1CCN(C(=O)c2ccco2)CC1)Nc1cc(Cl)ccc1Cl
15,8,-5,2,-0.9,-9,-3.7,-8,-2,CN(C)c1ccc(NC(=O)CN2CCC(O)(c3ccccc3)CC2)cc1
-3,3,4,-2,-3.9,-12,-1.7,1,-2,Cc1ccc(S(=O)(=O)N(C)Cc2nc(-c3ccc(Br)cc3)no2)cc1
?,2,-1,2,2.3,-22,-1.6,-18,-3,COc1ccc(-c2cn3cccnc3n2)cc1
22,-1,-2,-8,5.2,10,-1.5,-11,-8,CCOC(=O)c1nc(Nc2cc(Cl)ccc2OC)c2ccccc2n1
37,-1,-4,-7,-2.8,11,-3.5,0,10,CC(=O)N(C1=C(N2CCOCC2)C(=O)c2ccccc2C1=O)c1ccc(C(=O)O)cc1
-4,3,3,-6,-2.9,10,-4.7,-15,4,CCNc1nc(NCc2ccccc2)nc(Oc2ccc(=O)[nH]n2)n1
2,-4,-5,0,-3.4,21,-1.2,5,2,O=[N+]([O-])c1[nH]cnc1/C=C/c1ccccc1
nt,6,5,-3,nt,-12,nt,nt,nt,CC(=O)c1csc(-c2cccc(-c3nc4ccc(Cl)cn4c3NC3CCCCC3)c2)c1
17,0,0,0,-0.3,-16,-1.7,-14,-4,Cc1nnc(SCc2ccc(CSc3nnc(C)c(=O)[nH]3)cc2)[nH]c1=O
-8,nt,8,nt,3.1,nt,1.9,-4,-1,CC(=O)NC1C(=O)SC1(C)C (stereo not given)

Compounds as they come; 3.2% or so of the library scored in one or more.
